Bioassay records: PubChem BioAssay, Vanderbilt High Throughput Screening Facility
hDAT+cocaine: changed human dopamine transporter uptake under cocaine IC80; actives 1.3% (n = 110,000); LLC-PK1 hDAT cells, [14C]-dopamine uptake with cocaine IC80; actives deviate in either direction; B-score at 10 µM;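 active means Z score or B-score, a plate-position-corrected score, falls beyond the plate's 99.7% confidence bounds, in either direction; inactive means both scores lie inside the 99.7% bounds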;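 further: scored against the spread of the other compound wells on the same plate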
Target sequence (Q01959 whole entry, looked up): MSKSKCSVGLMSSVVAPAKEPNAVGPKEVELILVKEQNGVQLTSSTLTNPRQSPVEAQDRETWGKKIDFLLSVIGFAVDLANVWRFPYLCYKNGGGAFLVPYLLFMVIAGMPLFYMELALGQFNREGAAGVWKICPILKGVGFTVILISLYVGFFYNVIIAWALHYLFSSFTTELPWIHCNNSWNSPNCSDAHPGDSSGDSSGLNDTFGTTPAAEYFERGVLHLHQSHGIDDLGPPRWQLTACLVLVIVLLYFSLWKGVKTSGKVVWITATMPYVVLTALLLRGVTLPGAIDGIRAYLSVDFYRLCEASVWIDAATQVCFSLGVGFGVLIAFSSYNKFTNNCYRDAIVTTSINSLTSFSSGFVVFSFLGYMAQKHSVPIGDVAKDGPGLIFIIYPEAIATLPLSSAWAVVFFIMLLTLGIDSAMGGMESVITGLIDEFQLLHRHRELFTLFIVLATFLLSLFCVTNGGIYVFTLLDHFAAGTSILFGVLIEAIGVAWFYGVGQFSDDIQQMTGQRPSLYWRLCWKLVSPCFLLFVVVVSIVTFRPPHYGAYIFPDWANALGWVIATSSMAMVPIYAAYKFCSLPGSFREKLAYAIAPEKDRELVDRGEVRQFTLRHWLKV
The depositor's hits bear a star. The list is partial; rates above refer to the full screens.

SMILES	hDAT+cocaine
COC/C=C/C1=CC2=CC(=O)C(C)(OC(=O)c3cnc4ccccc4n3)C(=O)C2=CN1c1cccc(C#N)c1 (centres undefined)	0.22
COC(=O)CCC(=O)OC1(C)C(=O)C=C2C=C(C3CC3)N(C3CCCCC3)C=C2C1=O (centres undefined)	-1.2
O=C(c1ccc(F)cc1)C1CCN(CCn2c(=S)[nH]c3ccccc3c2=O)CC1	0.51
CC(C)C(=O)NCCc1nc(-c2ccc(Cl)cc2)no1	0.002
Cc1ccc(NC(=O)c2nc[nH]c2C(=O)NCC(=O)OC(C)(C)C)cc1	-1.9
CC(O)(CC(=O)O)CC(=O)O	-1.4
CCCCC1=CC2=CC(=O)C(C)(OC(=O)CCc3ccccc3)C(=O)C2=CO1 (centres undefined)	-0.22
CCCCC1=CC2=C(c3ccco3)C(=O)C(C)(OC(=O)c3ccc(OC)cc3)C(=O)C2=CN1CCCN(CC)CC (centres undefined)	-0.15
CCCCNc1ccc(C(CC(N)=O)NC(=O)Cc2ccc(Br)cc2)cc1[N+](=O)[O-] (centres undefined)	-0.0076
COc1ccc(-c2csc(NC(CO)c3nc4ccccc4n3Cc3ccc(C)cc3)n2)cc1 (centres undefined)	0.0029
O=C(N[C@@H](Cc1ccccc1)C(=O)OCc1ccccc1)c1nc[nH]c1C(=O)NCc1ccccc1	1.6*
CC(C)C[C@H](NC(=O)c1nc[nH]c1C(=O)N(C)Cc1ccccc1)C(=O)OCc1ccccc1	-0.025
O=C(O)C1=C[C@H](c2ccc3c(c2)OCO3)C[C@H](OCc2ccc(CO)cc2)O1	-0.13
COc1ccc(CC2NCCC3=CC(=O)CCC32)cc1O (centres undefined)	-0.18
CC(=O)O[C@H]1C2OC(=O)C(C)=C2[C@@H]2OC(=O)[C@]3(CCC4OC41C)OC23 (some centres undefined)	0.89
CS(=O)(=O)OCCCCOS(C)(=O)=O	-0.18
CC(Oc1ccccc1)C(=O)N1CCC2(CC1)Oc1ccc(Cl)cc1C(=O)C21CC(c2ccccc2)=NO1 (centres undefined)	0.05
Cc1cccc(C)c1OCC(C)N (centres undefined)	0.62
COc1ccc(-c2cc([C@H]3[C@H]4C=CC[C@@H](C)[C@@H]4C(=O)N3Cc3ccccc3)ccc2F)cc1OC	-0.19
O=C(/C=C/c1c(F)cccc1Cl)c1ccc(F)cc1	-0.064
CC(C)COCC(CN(Cc1ccccc1)c1ccccc1)N1CCCC1 (centres undefined)	0.37
Clc1cc(CSc2ccccc2)nc(-c2ccccc2)n1	-0.11
CCOc1ccc2ncc(C(=O)c3ccc(OC)cc3)c(N3CCN(CC)CC3)c2c1	2.1
CC1(c2nnc(-c3ccc(F)cc3)o2)CC(c2c(Cl)cccc2Cl)=NO1 (centres undefined)	-0.55
COc1ccc(CNC(=O)OCCN2CCN(Cc3ccccc3)CCC2=O)cc1	-1.6
Cc1onc(-c2ccccc2)c1-c1ccc(S(N)(=O)=O)cc1	0.68
COC(=O)Nc1nc2ccc(C(=O)c3ccc(F)cc3)cc2[nH]1	-0.69
Cc1ccc2c(c1)C1CN(C)CCC1N2S(=O)(=O)c1ccc(Oc2ccc([N+](=O)[O-])cc2)cc1 (centres undefined)	-0.91
NC(=O)[C@@H]1CCOc2c(F)cc([N+](=O)[O-])cc2C(=O)N[C@@H](CO)C(=O)NCC(=O)N1	-0.46
CCCC[C@@H]1CNC(=O)C(=O)N1CC(C)(C)C	0.73
CC1CC(=O)c2c(cc3c(-c4c(O)cc(O)c5c(O)c6c(cc45)OC(C)CC6=O)c(O)cc(O)c3c2O)O1 (centres undefined)	-0.23
COCCN1C(=O)N[C@@H](c2ccccc2)[C@@H](C(=O)OC)[C@H]1C	-0.22
Cc1ccn2c(C(=O)N/N=C\c3ccccc3[N+](=O)[O-])c(C)nc2c1	-0.47
CC(Nc1nc(-c2ccc(F)cc2)cs1)c1nc2cc(Cl)c(Cl)cc2n1CCOCCO (centres undefined)	0.37
Cc1ccc(SCCN2CCN(C)CCC2=O)cc1	0.44
O=C(c1ccoc1)N1CCC2(CC1)Oc1ccc(Cl)cc1C(=O)C21CC(c2ccc(Cl)cc2)=NO1 (centres undefined)	-0.63
C=CC(COCc1ccccc1)N(C(=O)OC(C)(C)C)S(=O)(=O)c1ccccc1Br (centres undefined)	0.053
NC(=O)CC(NC(=O)c1ccccc1)c1ccc(NCCOc2ccccc2)c([N+](=O)[O-])c1 (centres undefined)	-1
COc1ccc(C2/C=C\CN(Cc3ccc(N(C)C)cc3)CC(=O)N2Cc2ccc(F)cc2)cc1 (centres undefined)	-0.31
COc1cnc(-c2ccccn2)nc1Sc1cccc(Cl)c1	1.3
CCCOc1ccc(Cl)cc1Nc1nc(NCCO)nc(N2CCCC2)n1	0.002
Cc1ccc(N2C(=O)C(CC(=O)Nc3cccc(F)c3)N(C3CC3)C2=O)cc1 (centres undefined)	-1.4
C#CCOCCOCCOCCNc1nc(N2CCOCC2)nc(N2CCN(C(=O)[C@H]([C@@H](C)O)n3cc(CCCCN)nn3)CC2)n1	-0.032
COc1ccc(C(=O)Nc2ccc(O)c3c(=O)cc(-c4cccc(Cl)c4)oc23)cc1	-0.68
N#C[C@H]1C2OC2c2ccccc2N1C(=O)c1ccccc1 (some centres undefined)	-0.98
c1ccc2nc3ccccc3nc2c1	-1.1
CCOC(=O)CN1N=C(/C=C/c2ccccc2)CCC1=O	-0.026
CCOc1ccccc1-c1nc2c(s1)CCc1onc(-c3ccc(OC)cc3)c1-2	-1.2
Cc1ccc(/C=C/C(=O)O)cc1S(=O)(=O)N(CCO)CCO	-0.35
CCOC(=O)CN1C(=O)N[C@H](c2ccc(Br)cc2)C(C(C)=O)=C1C	-0.8
NC(=O)CC(NC(=O)Cc1ccc(Br)cc1)c1ccc(NCC2CC2)c([N+](=O)[O-])c1 (centres undefined)	0.17
O=C(Nc1ccccc1)C1=C[C@@H](c2ccc(C(F)(F)F)cc2)C[C@@H](OCc2ccc(CO)cc2)O1	-0.056
CC[C@@H]1CC=C[C@H]2[C@H]1C(=O)N(Cc1ccccc1)[C@H]2c1ccc2ccccc2c1	-0.89
Cc1[nH]c2ccc(F)cc2c1CCN(Cc1ccncc1)C(=S)Nc1cccc(F)c1	0.97
Cc1ccc(-n2c(=O)cc(N3CC(C)OC(C)C3)[nH]c2=O)cc1 (centres undefined)	-0.72
COc1ccc(N2C(=O)C3CCCN3C2c2ccc(C)o2)cc1 (centres undefined)	0.14
C[C@@H]1NC(=O)[C@H](CCC(N)=O)NC(=O)c2cc([N+](=O)[O-])cc(I)c2NCC[C@@H](C(N)=O)NC1=O	0.11
COc1ccc(-c2ccc(N(C)C)cc2)cc1[C@H]1[C@@H]2C=CCC[C@@]2(C)C(=O)N1Cc1ccccc1	0.77
CC(C)=CCc1cc([C@@H]2COc3c(ccc4c3C=CC(C)(C)O4)C2)c(O)cc1O	0.89
O=C1CCC(N2C(=O)c3ccccc3C2=O)C(=O)N1 (centres undefined)	-0.37
The list goes on:
SMILES	hDAT+cocaine
CCO[C@@H]1OC(C(=O)N2CCOCC2)=C[C@H](C2CC2)[C@H]1CCCO	-0.87
COc1ccc([C@H]2C=C(C(=O)O)O[C@@H](OCCCCO)C2)cc1	0.29
COc1ccc(-c2cc3ccccc3n2CC(O)CN2CCC(C)CC2)cc1 (centres undefined)	0.034
C=C1CCN([C@@H](CC(C)C)C(=O)NCc2ccc(OC)cc2)S(=O)(=O)c2ccccc21	3.1
CCCCC1=CC2=CC(=O)C(C)(OC(=O)CC)C(=O)C2=CN1C1CCCC1 (centres undefined)	-2.3
CCCn1cnc2c(N)c(C)c(C)cc21	-0.64
CC(C)=CCc1c(O)cc2c(=O)c3ccc(O)cc3oc2c1O	-0.42
COC/C=C/C1=CC2=CC(=O)C(C)(OC(=O)c3cnc4ccccc4n3)C(=O)C2=CN1CCN1CCOCC1 (centres undefined)	-1.7
CCO[C@H]1OC(C(=O)N2CCOCC2)=C[C@@H](C)[C@@H]1CCCO	0.14
COc1cc(OC)c2ccc(=O)oc2c1C(CCN1CCN(c2ccccc2)CC1)c1ccc(N(C)C)cc1 (centres undefined)	0.077
C#CCOCCOCCOCCNc1nc(N2CCN(C(=O)[C@H](CCC(=O)O)n3cc(C(N)CO)nn3)CC2)nc(N2CCN(C(=O)[C@H](Cc3ccc(O)cc3)n3cc(C(N)[C@H](C)CC)nn3)CC2)n1 (some centres undefined)	-0.2
CC[C@H](C)[C@@H](C(=O)N1CCNCC1)n1cc([C@@H](N)CC(C)C)nn1	0.064
CCC(=O)Nc1cccc(C2=NOC3(C2)C[C@@H](C(N)=O)N(C(=O)C(c2ccccc2)c2ccccc2)C3)c1 (some centres undefined)	-0.064
COc1ccc(-c2noc3c2-c2nc(C(C)C)sc2CC3)cc1	-0.11
O=C(NCc1ccccc1)c1onc(CSc2ccc(Cl)cc2)c1C(=O)NCc1ccccc1	0.87
CS(=O)(=O)c1ccc(CNC(=O)C2(C(F)(F)F)C/C(=C/CCO)CCCO2)cc1 (centres undefined)	-0.39
CC1(OC(=O)CCc2ccccc2)C(=O)C=C2C=C(C3CC3)OC=C2C1=O (centres undefined)	-0.18
COc1c(O)ccc2c1CN1CCc3cc4c(cc3C1C2)OCO4 (centres undefined)	1
NC(=O)NC1NC(=O)NC1=O (centres undefined)	0.019
O=C(c1ccc(C(F)(F)F)cc1)N1CCC(=O)N(C(COCc2ccccc2)Cc2ccccc2)CC1 (centres undefined)	-0.34
O=C(NCCCn1ccnc1)C(=O)NCC1OCCN1S(=O)(=O)c1ccc(F)cc1 (centres undefined)	0.16
CCO[C@H]1OC(C(=O)N2CCN(Cc3ccc4c(c3)OCO4)CC2)=C[C@@H](C)[C@@H]1CCCO	-0.31
CCCCNC(=O)[C@H](CSCc1ccccc1)N1Cc2ccccc2C1=O	0.18
Cc1ccc(SC[C@H](c2ccccc2)N2CCN(CC(C)C)CCC2=O)cc1	0.74
CCN1C(=O)N[C@@H](CCc2ccccc2)C(C(C)=O)=C1C	-0.62
CCCNC(=O)C1(CC2CC(c3ccccc3)=NO2)CCN(C(=O)c2cc(OCC)c(OCC)c(OCC)c2)CC1 (centres undefined)	-0.032
O=C(NCCSc1c(-c2ccccc2)[nH]c2ccccc12)c1cc2ccccc2oc1=O	0.43
COc1ccccc1CNc1ncnc2c1cnn2-c1ccccc1	1.8
C#CCOCCOCCOCCNc1nc(N2CCN(C(=O)[C@H]([C@@H](C)O)n3cc(CCCCN)nn3)CC2)nc(N2CCN(C(=O)[C@H](C)n3cc(CCCN=C(N)N)nn3)CC2)n1	-0.007
CC1=CC(=O)C2=C(C)CC[C@@H]3[C@H](OC(=O)[C@H]3C)[C@@H]12	0.19
CCCCC1=CC2=CC(=O)C(C)(OC(=O)CC)C(=O)C2=CN1CCCCO (centres undefined)	-0.26
CC(=O)n1cc([C@@H]2C=C(C(=O)N3CCN(Cc4ccc5c(c4)OCO5)CC3)O[C@H](OCc3ccc(CO)cc3)C2)c2ccccc21	1
CN1C(C(=O)NCCc2cccs2)CC2Cn3c(nc4cc5ccccc5cc43)C21 (centres undefined)	0.23
C[C@]1(C2CCCC2)Cc2cc(OCC(=O)O)c(Cl)c(Cl)c2C1=O	0.037
COc1cc(O)c(C(CC(=O)N2CCCC(C)C2)c2ccc3c(c2)OCO3)c(OC)c1 (centres undefined)	2
Cc1nccn1CC1CCc2c(c3ccccc3n2C)C1=O (centres undefined)	-1.1
C[C@H](NC(=O)c1nc[nH]c1C(=O)NC1CCN(C(=O)OC(C)(C)C)CC1)C(=O)OCc1ccccc1	0.1
O=C(O)CCCC[C@@H]1SC[C@@H]2NC(=O)N[C@@H]21	0.89
Cc1ccccc1COCCN1CCN(S(=O)(=O)c2ccccc2)CCC1=O	-0.1
CC(C)n1cnc2c(Nc3cccc(Cl)c3)nc(NCCCO)nc21	0.57
CCO[C@@H]1OC(C(N)=O)=C[C@H](C2CC2)[C@H]1CCCO	-1.2
Cc1oc(-c2cccc(Cl)c2)nc1CSc1nc2c(c(=O)[nH]1)CCC2	-0.66
O=S1(=O)CCOC[C@H](Cc2ccccc2)N1Cc1ccc(F)cc1	-0.24
O=C(O)CCCCCCCCCCCc1ccccc1	0.029
CCNC(=S)N1CCN(C(c2ccccc2)c2ccccc2)CC1	0.25
O=C(/N=C1\NC(=O)C(F)(C(F)(F)F)S1)NC1CCCCC1 (centres undefined)	0.7
COc1ccc2c(c1OC)C[N+]1([O-])CCc3cc4c(cc3C1C2)OCO4 (centres undefined)	-1.1
COc1cc(O)c(C(CC(=O)N2CCN(c3ccccc3)CC2)c2ccc(N(C)C)cc2)c(OC)c1 (centres undefined)	0.81

A portion from further up, for reference:
SMILES	hDAT+cocaine
CCCCC1=CC2=CC(=O)C(C)(OC(=O)CC)C(=O)C2=CN1CCCCO (centres undefined)	-0.26
CC(=O)n1cc([C@@H]2C=C(C(=O)N3CCN(Cc4ccc5c(c4)OCO5)CC3)O[C@H](OCc3ccc(CO)cc3)C2)c2ccccc21	1
CN1C(C(=O)NCCc2cccs2)CC2Cn3c(nc4cc5ccccc5cc43)C21 (centres undefined)	0.23
C[C@]1(C2CCCC2)Cc2cc(OCC(=O)O)c(Cl)c(Cl)c2C1=O	0.037
COc1cc(O)c(C(CC(=O)N2CCCC(C)C2)c2ccc3c(c2)OCO3)c(OC)c1 (centres undefined)	2
Cc1nccn1CC1CCc2c(c3ccccc3n2C)C1=O (centres undefined)	-1.1
C[C@H](NC(=O)c1nc[nH]c1C(=O)NC1CCN(C(=O)OC(C)(C)C)CC1)C(=O)OCc1ccccc1	0.1
O=C(O)CCCC[C@@H]1SC[C@@H]2NC(=O)N[C@@H]21	0.89
Cc1ccccc1COCCN1CCN(S(=O)(=O)c2ccccc2)CCC1=O	-0.1
CC(C)n1cnc2c(Nc3cccc(Cl)c3)nc(NCCCO)nc21	0.57
CCO[C@@H]1OC(C(N)=O)=C[C@H](C2CC2)[C@H]1CCCO	-1.2
Cc1oc(-c2cccc(Cl)c2)nc1CSc1nc2c(c(=O)[nH]1)CCC2	-0.66
O=S1(=O)CCOC[C@H](Cc2ccccc2)N1Cc1ccc(F)cc1	-0.24
O=C(O)CCCCCCCCCCCc1ccccc1	0.029
CCNC(=S)N1CCN(C(c2ccccc2)c2ccccc2)CC1	0.25
